Assay outcomes deposited in PubChem by National Center for Advancing Translational Sciences (NCATS).
FLuc modulator – firefly luciferase modulation, counter-screen for miR-21 project. P08659. purified FLuc, Km substrates, luminescence inhibition. Potency, µM (highest dose often 57.5 µM), for inactives: top-dose activity change, negative = inhibition, actives largely listed as inhibitors. hit rate 6.9% among 360,000;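 further: plate controls were vehicle for no effect and reference inhibitor for full effect; nearly all actives have a fitted effect of over 55% in size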
Target sequence (P08659 whole entry, looked up): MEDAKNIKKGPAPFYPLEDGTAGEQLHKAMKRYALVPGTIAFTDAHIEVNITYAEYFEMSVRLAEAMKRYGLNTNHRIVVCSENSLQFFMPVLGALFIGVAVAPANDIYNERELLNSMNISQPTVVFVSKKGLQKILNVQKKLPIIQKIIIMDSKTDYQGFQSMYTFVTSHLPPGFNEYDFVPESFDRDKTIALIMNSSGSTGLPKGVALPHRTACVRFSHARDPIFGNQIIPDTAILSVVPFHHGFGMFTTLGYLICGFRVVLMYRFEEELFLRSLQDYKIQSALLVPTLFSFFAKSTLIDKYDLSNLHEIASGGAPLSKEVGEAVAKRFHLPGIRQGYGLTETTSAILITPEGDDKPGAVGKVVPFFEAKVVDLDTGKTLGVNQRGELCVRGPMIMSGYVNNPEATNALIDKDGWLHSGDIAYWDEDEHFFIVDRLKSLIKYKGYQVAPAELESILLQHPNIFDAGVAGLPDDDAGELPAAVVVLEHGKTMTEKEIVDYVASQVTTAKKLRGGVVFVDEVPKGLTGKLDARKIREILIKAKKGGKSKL
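Biochemical qHTS of compounds, final roughly 60 µM downward over six points, against 10 nM purified firefly luciferase using Km concentrations of substrates (10 uM D-luciferin, 10 uM ATP) in Tris acetate pH 7.5 buffer; luminescence output.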
BRCA1 expr up – BRCA1 expression activation | AID 624202 | MCF7-BRCA1-FFLuc reporter, luminescence, 48 h; response scale: scaled: vehicle 0%, 10 µM genistein 100% | hit rate 1.1% among 380,000 | Potency, µM (top dose mostly 46.1 µM), for the others: at the highest dose activation, hits mostly activators; further: nearly all actives have a fitted effect of over 80% in size; some results filed as inactive show a strong effect at the top dose
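Activators of BRCA1 expression were detected as increased firefly luciferase luminescence in engineered MCF7 cells after 48 h compound incubation. Signals were scaled to genistein 10 microM as full activation.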
ELG1 genotox – induces genotoxicity in HEK293T cells with luciferase-tagged ELG1 | HEK293T ELG1-luciferase reporter, luminescence, 16 h | Potency, µM (titrated, usually from 46 µM), inactives show at the highest dose activity change, positive = activation, hits mostly activators | hit rate 1.3% among 330,000; further: % of control where 0% means no effect; nearly all actives have a fitted effect of over 60% in size
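Genotoxicity was scored as increased ELG1-luciferase reporter signal, measured by ONE-Glo luminescence (30 min, room temperature). Compound or vehicle exposure of the HEK293T reporter cells lasted 16 hr at 37°C.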
VP16 counter – Gal4-VP16 reporter inhibition counter-screen; AID 2546; Potency, µM (doses to about 53.6 µM), for inactives: at the highest dose activity, negative = inhibition, actives largely listed as inhibitors; hit rate 3.5% among 310,000; Drosophila S2 Gal4-VP16 UAS-luciferase, luminescence, 20 h;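 further: Gal4-VP16 expression switched on by copper sulfate through the metallothionein promoter; on the % scale 0 is the no-effect control and ±100 the full control effect; nearly all actives have a fitted effect of over 50% in size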
uPA surface inh – cell surface uPA generation inhibition. hit rate 0.31% among 330,000. cell surface uPA generation assay, qHTS. AID 540303. Potency, µM (top dose mostly 38.3 µM), inactives show at the highest dose activity change, negative = inhibition, usual class: inhibitors; active means well fitted inhibition curve with a large enough effect; inconclusive means small, poorly fitted or top-dose-only effect; inactive means no such curve, though single readings can be large or run the other way; tested in mouse RAW 264.7 cells; further: on the % scale 0 is the no-effect control and ±100 the full control effect; nearly all actives have a fitted effect of over 55% in size
Rab9 prom act – activates the Rab9 promoter; hit rate 2.8% among 320,000; Huh7 Rab9 promoter-luciferase reporter, luminescence, 24 h; Potency, µM (titrated, usually from 9.22 µM), inactives show at the top dose activation, negative = inhibition, hits mostly activators; further: % of control where 0% means no effect; nearly all actives have a fitted effect of over 60% in size
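Cell-based reporter: Huh7 stable for Rab9 promoter-driven luciferase, plated in reduced-serum medium with 10% FBS at 1500 cells/well, compound-treated 24 h at 37 °C, luminescence read after 10 min reagent.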
p53 reactivator – restores transcriptional activity of mutant p53; H1299 p53-A138V BP100-luciferase reporter, luminescence, 24 h; Potency, µM (highest dose often 92.2 µM), without a hit: at the top dose activity change, positive = activation, actives largely listed as activators; hit rate 0.063% among 320,000; AID 504706; further: % of control where 0% means no effect; nearly all actives have a fitted effect of over 45% in size
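H1299 (p53-null), stable ts p53-A138V + BP100-Luc; 1000 cells/well, Opti-MEM/10% FBS; cpd 4 pt, 1:5; 24 h, 37 deg C, 5% CO2; detection reagent 10 min RT; luminescence.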
RORgamma inh – blocks mouse ROR gamma transcriptional activity. hit rate 5.4% among 310,000. Potency, µM (top dose mostly 53.6 µM), inactives show top-dose activity change, negative = inhibition, actives largely listed as inhibitors. Drosophila S2 Gal4-RORgamma UAS-luciferase reporter, 20 h. P51450; further: on the % scale 0 is the no-effect control and ±100 the full control effect; nearly all actives have a fitted effect of over 60% in size
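Drosophila S2 cells stably expressing Gal4-DBD/mouse RORγ fusion under metallothionein promoter plus UAS-luciferase; compound 1 h, then 700 uM CuSO4 induction for 20 h at ambient temperature; inhibition read as reduced luminescence.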
MBNL1 CUG block – blocks human MBNL1 binding to CUG repeat RNA | Q9NR56 | TR-FRET MBNL1-His/biotin-(CUG)12 binding, 665/545 ratio | Potency, µM (doses to about 57.5 µM), inactives show at the highest dose activity change, negative = inhibition, usual class: inhibitors | hit rate 0.036% among 280,000; active means well fitted inhibition curve with a large enough effect in the signal ratio, with a control signal flat, not every such curve was filed as active; inconclusive means small, poorly fitted or top-dose-only effect, or effect the other way, or a change in a side signal; inactive means no such curve, though single readings can be large or run the other way; the % refers to the signal ratio; further: on the % scale 0 is the no-effect control and ±100 the full control effect
Target sequence (Q9NR56 whole entry, looked up): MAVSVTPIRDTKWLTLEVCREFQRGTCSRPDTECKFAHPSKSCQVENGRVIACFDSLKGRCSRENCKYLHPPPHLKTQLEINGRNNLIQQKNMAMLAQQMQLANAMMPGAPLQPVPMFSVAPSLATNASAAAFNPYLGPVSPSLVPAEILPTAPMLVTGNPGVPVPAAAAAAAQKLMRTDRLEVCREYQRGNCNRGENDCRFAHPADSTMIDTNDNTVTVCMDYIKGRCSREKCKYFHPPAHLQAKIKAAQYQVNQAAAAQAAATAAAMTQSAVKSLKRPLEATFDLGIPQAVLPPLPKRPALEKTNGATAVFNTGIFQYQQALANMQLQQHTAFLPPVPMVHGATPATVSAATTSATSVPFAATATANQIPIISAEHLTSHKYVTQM
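TR-FRET between His-tagged MBNL1 and biotin-(CUG)12 RNA, detected with Tb anti-His antibody (0.055 ng/ul) and streptavidin-XL665 (5 nM), 60 min at room temperature. Compounds titrated 92 nM to 58 uM; 665/545 nm ratio normalized to buffer and complex controls.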
NPC1 prom act – activates the NPC1 promoter; Huh7 NPC1 promoter luciferase reporter, 24 h; Potency, µM (series often up to 9.22 µM), inactives show top-dose activation, hits mostly activators; hit rate 2.4% among 320,000;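 further: % of control where 0% means no effect; nearly all actives have a fitted effect of over 60% in size; reporter is driven by a mutant NPC1 promoter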
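Readout is luciferase luminescence, reflecting NPC1 promoter activation in stably transfected Huh7 cells after 24 h compound exposure at 37 °C in reduced-serum medium with 10% FBS.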
CXXC DNA block – blocks binding of human MLL CXXC domain to DNA | Q03164 | Potency, µM (doses to about 115 µM), for inactives: at the highest dose activity change, negative = inhibition, hits mostly inhibitors | hit rate 0.037% among 290,000 | AID 2662 | MLL-CXXC / FITC-HOXA9 DNA fluorescence polarization; active means well fitted inhibition curve with a large enough effect in the polarisation, with a control signal flat, not every such curve was filed as active; inconclusive means small, poorly fitted or top-dose-only effect, or effect the other way, or a change in a side signal; inactive means no such curve, though single readings can be large or run the other way; the % refers to the polarisation
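Purified MLL-CXXC (added from a 7 uM solution) was preincubated 5 min at ambient with pinned compounds in 50 mM Tris-HCl pH 7.5, 50 mM NaCl, 1 mM DTT, 0.05% BSA. Fluorescein-labeled HOX-A9 DNA (50 nM solution) followed, 30 min, then polarization read.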
Starred values were filed as active, the others as inactive; ? = inconclusive; nt = no result given; & = joins results of further samples; [ ] = dose if it differs, or a comment. Unless noted, the call rests on the fitted dose curve; in most records, active means well fitted curve in the direction sought with a large enough effect; inconclusive means small, poorly fitted or top-dose-only effect, or another doubt; inactive means no such curve, though single readings can be large; an effect the other way counts as inactive or inconclusive. Potency means the concentration at half of the fitted maximal effect.

SMILES | FLuc modulator | BRCA1 expr up | ELG1 genotox | VP16 counter | uPA surface inh | Rab9 prom act | p53 reactivator | RORgamma inh | MBNL1 CUG block | NPC1 prom act | CXXC DNA block
CN(CC(=O)Nc1ccc(F)cc1)C(=O)c1cc2c(s1)CCCCC2 | 0% | -10% | 12% | nt | 3% | -6% | 7% | nt | nt | 1% | nt
CCCCOC(=O)CCNc1n[nH]c(=O)[nH]c1=O | 2% | 1% | 2% | -6% | 1% | -3% | 1% | -18% | 7% | -2% | -3%
CN(C(=O)COC(=O)c1ccc(NS(=O)(=O)c2cccs2)cc1)C1CCCCC1 | 4% | 5% | 1% | -2% | 15% | -4% | 6% | 29% | 1% | -3% | 2%
CC1CC1C(=O)OCC(=O)NC(=O)c1ccccc1 (stereo not given) | -19% | -1% | 1% | nt | 3% | -1% | 2% | nt | nt | 0% | nt
CC(C)CC(=O)Nc1nnc(SCC(=O)NC2CCCCC2)s1 | 1% | -20% | ? | -6% | 3% | ? | -10% | -18% | -4% | 4% | 25%
CC(C)=CC(=O)N1CCC(n2nccc2NC(=O)CCc2ccccc2)CC1 | 2% | -7% | -3% | 4% | -4% | -1% | -7% | 20% | -5% | -3% | -1%
CC1CC(c2ccccc2)n2nc(NC(=O)c3cccs3)nc2N1 (stereo not given) | -14% | -9% | 2% | ? | -5% | 14% | 0% | 14µM* | -6% | 1% | 3%
Cc1cccc(C(=O)Nc2ccc(C(=O)/C=C/c3ccncc3)cc2)c1 | ? | 52% | -36%[inhibitor] | 13µM* | -4% | ? | nt | ? | 52%[activator] | 20% | 11%
Cc1cnc(CNC(=O)c2ccc3oc(Cc4ccccc4)nc3c2)[nH]1 | -2% | 23% | 3% | 6% | -4% | 0% | -3% | -9% | ? | 0% | -6%
COc1ccccc1CN1CC(C(=O)NCCn2ccc(C)n2)CCC1=O (stereo not given) | -4% | -5% | 3% | 3% | 4% | -4% | -3% | -3% | -4% | 1% | 4%
COC(=O)COc1ccc(-c2ccccc2)cc1C=O | ? | 0% | 3% | -2% | 1% | -1% | 6% | 26% | 7% | -3% | 11%
CCOC(=O)C1=C(C)NC(=S)NC1c1cc(C)sc1C (stereo not given) | 2% | -2% | -4% | -3% | 12% | 0% | 1% | 0% | 0% | 0% | 16%

Next part, starting with the last 2 of the part before.
SMILES | FLuc modulator | BRCA1 expr up | ELG1 genotox | VP16 counter | uPA surface inh | Rab9 prom act | p53 reactivator | RORgamma inh | MBNL1 CUG block | NPC1 prom act | CXXC DNA block
COC(=O)COc1ccc(-c2ccccc2)cc1C=O | ? | 0% | 3% | -2% | 1% | -1% | 6% | 26% | 7% | -3% | 11%
CCOC(=O)C1=C(C)NC(=S)NC1c1cc(C)sc1C (stereo not given) | 2% | -2% | -4% | -3% | 12% | 0% | 1% | 0% | 0% | 0% | 16%
O=c1c2c(nc3c(-c4ccccc4)c[nH]n13)CCCC2 | -3% | -51% | -15% | ? | 5% | -4% | 22% | 10µM* | 2% | -2% | 0%
O=C(Nc1ccc(C(F)(F)F)cc1)c1ccc2ncsc2c1 | 13µM* | ? | ? | ? | -6% | 3.5µM* | 9% | 9% | -3% | 3.5µM* | ?
Cc1ccsc1CN(C)C(=O)CN1C(=O)NC2(CCCCC2C)C1=O (stereo not given) | 0% | 8% | -5% | nt | 3% | 13% | 3% | nt | nt | -2% | nt
Cc1ccccc1CC1S/C(=N/N=C/c2ccco2)NC1=O (stereo not given) | -7% | nt | -1% | 2µM* | nt | -11% | -1% | 0.45µM* | -11% | -17% | -9%
O=C(c1cc(-c2ccccn2)nc2ccccc12)N1CCN(c2ncccn2)CC1 | ? | 18% | -7% | 8% | -11% | 11% | 9% | -5% | 1% | -5% | -3%
Cc1ccc(OCCC(=O)OCc2csc(CC(=O)Nc3ccccc3C)n2)cc1 | 7% | 10% | 0% | -5% | 1% | -1% | 0% | 4% | -2% | 2% | -5%
COc1cc(C2Nc3cc(Cl)c(S(N)(=O)=O)cc3S(=O)(=O)N2)ccc1OCc1ccccc1 (stereo not given) | ? | ? | 16µM* | -3% | 3% | -4% | ? | 27% | -5% | -2% | 3%
Cc1nc2ccc(S(=O)(=O)N3CCCCC3)cc2s1 | 0% | -23% | 2% | -16% | 0% | 2% | 1% | -1% | -7% | 1% | 3%
Cc1onc(-c2ccccc2)c1C(=O)N1CCCSC1=Nc1ccccc1 | -2% | -1%&-23% | -7% | -7% | 8%&-3% | -3% | -7% | 19% | 1% | -4% | 1%
CCC(=O)N(Cc1cc(=O)[nH]c2ccccc12)c1ccccc1C | 3% | -19% | 0% | -3% | 0% | 2% | -1% | 7% | 13% | 2% | -1%
O=C(Cc1cccs1)NCCc1csc(-c2ccccc2)n1 | -14% | 26% | -3% | -4% | 0% | 11% | -3% | ? | -2% | -3% | -4%
O=C(NCC1CCCCC1)C1(CC2CC(c3ccc(Cl)cc3)=NO2)CCNCC1 (stereo not given) | ? | -83% | -11% | -3% | ? | 5% | -3% | 0% | 3% | 21% | ?

Quoted at random: 4 records from the list.
SMILES | FLuc modulator | BRCA1 expr up | ELG1 genotox | VP16 counter | uPA surface inh | Rab9 prom act | p53 reactivator | RORgamma inh | MBNL1 CUG block | NPC1 prom act | CXXC DNA block
Cc1cnc(CNC(=O)c2ccc3oc(Cc4ccccc4)nc3c2)[nH]1 | -2% | 23% | 3% | 6% | -4% | 0% | -3% | -9% | ? | 0% | -6%
CCOC(=O)C1=C(C)NC(=S)NC1c1cc(C)sc1C (stereo not given) | 2% | -2% | -4% | -3% | 12% | 0% | 1% | 0% | 0% | 0% | 16%
CCC(=O)N(Cc1cc(=O)[nH]c2ccccc12)c1ccccc1C | 3% | -19% | 0% | -3% | 0% | 2% | -1% | 7% | 13% | 2% | -1%
CN(C(=O)COC(=O)c1ccc(NS(=O)(=O)c2cccs2)cc1)C1CCCCC1 | 4% | 5% | 1% | -2% | 15% | -4% | 6% | 29% | 1% | -3% | 2%

Continued.
SMILES | FLuc modulator | BRCA1 expr up | ELG1 genotox | VP16 counter | uPA surface inh | Rab9 prom act | p53 reactivator | RORgamma inh | MBNL1 CUG block | NPC1 prom act | CXXC DNA block
CS/C(N)=N/N=C/c1ccc2c(c1)OCO2 | 8.5µM* | ? | ? | -8% | -8% | 2.8µM* | 9% | -26% | nt | ? | 2%
COc1ccc(C(CC(=O)N2CCOCC2)c2c(O)cc(OC)cc2OC)cc1 (stereo not given) | 0% | 14% | 5% | 0%&1% | 2% | -3% | -1% | -29%&-41% | -2% | -1% | 6%
O=C(NS(=O)(=O)Oc1ccc(F)c(Cl)c1)OC[C@@H]1CCCN2CCCCC12 (stereo not given in full) | -3% | -22% | 1% | -9% | 2% | 4% | 2% | -12% | 2% | -1% | 10%
COc1cc2c(cc1OC)-c1cc(Nc3ccccc3Br)nc(=O)n1CC2 | -11% | -5% | ? | 1% | -6% | -3% | 1% | -7% | 1% | -5% | 11%
C(=N\Nc1nn[nH]n1)/c1ccccc1 | -1% | 19% | 3% | 4% | 8% | 0% | -1% | -12% | 2% | -1% | -12%
Oc1ccccc1/C=N/n1c(-c2ccccc2)n[nH]c1=S | -3% | -23% | 0% | -20% | -6% | -3% | -3% | 11µM* | -4% | -1% | -11%
CCn1c(SCC(=O)N/N=C\c2ccccc2OCC(=O)O)nnc1-c1ccc(Cl)cc1 | -2% | 0% | -3% | -5% | 4% | -2% | 2% | 11% | 1% | 0% | -3%
COc1cccc(OC)c1C(=O)N1CCOCC1 | 0% | -9% | 2% | -1% | 22% | -10% | 1% | -36% | 6% | 0% | -6%
NS(=O)(=O)c1ccc(NC(=O)COC(=O)c2cc3ccccc3cc2O)cc1 | 0% | -4% | -3% | 2% | -11% | -4% | 1% | -2% | 11% | -6% | 2%
CC(C)C(c1nnnn1C1CCCC1)N1CCCc2ccccc21 (stereo not given) | 1% | -25% | -5% | -10% | -2% | 4% | -2% | -7% | -2% | -2% | -4%
O=C(O)c1ccc(S(=O)(=O)N(Cc2ccc(F)cc2)C2CCCCC2)cc1 | 3% | -17% | -3% | -14% | -10% | 4% | nt | ? | -2% | -3% | -4%
COc1cc(OC)c(OC)cc1/C=N/NC(=S)NCC1CCCO1 (stereo not given) | 5% | -36% | -4% | 14µM* | nt | -1% | -1% | 6.3µM* | 11% | -5% | -13%

Only part of the results is shown; the hit share may differ from the screen's.
